# FN deposition inh – fibronectin deposition inhibition. AH1F fibroblasts, Alexa488-fibronectin deposition fluorescence, overnight. AID 743247. inhibition, % at 12.6 µM. hit rate 0.086% among 350,000;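 active = mean inhibition across replicates of 30% or more, regardless of how many single replicates reach that level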;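 note: positive control wells lacked labelled fibronectin entirely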
#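 Material: AH1F fibroblast monolayer depositing Alexa488-labelled fibronectin into matrix | Input: 10000 AH1F cells/well | Medium: DMEM plus 2% serum, read in PBS | Reagent: Alexa488-fibronectin, 24 nM final in well | Compound dosing: One dose per compound, pinned | Schedule: 1 h adhesion, overnight exposure | Measured by: Fluorescence at 485 nm excitation, 525 nm emission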
# PglD DTNB – inhibitors of Campylobacter jejuni PglD acetyltransferase; inhibition, % at 12.5 µM; purified PglD enzyme, DTNB colorimetric CoA detection; hit rate 0.098% among 360,000; in the data active = inhibition above about 16%, passing the limit was not always enough; note: strong numbers were not always called active
# EWS-Fli inh – inhibitors of EWS/Fli oncoprotein transcriptional activity; A673 NR0B1-luciferase reporter, viability-normalised; inhibition, % at 12.6 µM; hit rate 0.67% among 350,000; AID 651661;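 active = mean inhibition of at least 50% after viability correction, with every replicate also passing that limit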;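 note: firefly luciferase signal divided by Alamar Blue viability fluorescence both relative to DMSO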
# S100A4 inh HTS – blocks human S100A4 binding to myosin IIA peptide | S100A4/TAMRA-MyoIIA peptide fluorescence polarization | inhibition, % at 10.7 µM | hit rate 0.14% among 360,000 | AID 652163;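 active = mean inhibition of at least 70% across replicates, with every replicate also reaching that level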
# Target sequence (P26447 whole entry, looked up): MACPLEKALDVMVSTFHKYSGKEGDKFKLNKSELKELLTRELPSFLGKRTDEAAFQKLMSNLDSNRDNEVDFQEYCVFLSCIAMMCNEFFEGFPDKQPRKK
#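 assay system = human S100A4 monomer with TAMRA-labelled myosin IIA peptide | also added = labelled myosin peptide probe, 5 nM | incubation = 5 min between mix addition and reading | control set = DMSO and TFP controls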
# PAX8 inh HTS – lowers PAX8-driven luciferase in RMG-I cells; RMG-I TPO-luciferase reporter, SteadyGlo, 24 h; inhibition, % at 12.6 µM; hit rate 1.2% among 360,000; AID 652154;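 active = mean replicate inhibition at least 60% with every replicate also reaching 60%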;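 note: luciferase light reporting Pax8 driven TPO promoter activity; plate controls were median of neutral control wells for no effect and mitoxantrone controls for full effect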
# PGC1a acetyl inh – modulators of PGC1a acetylation. U2OS PGC1a acetylation, AlphaScreen anti-acetyl-lysine; with virally co-expressed GCN5 acetyltransferase. inhibition, % at 15.6 µM. hit rate 0.17% among 350,000;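 active = every replicate shows inhibition of at least 40%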;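 note: 0% = neutral control wells and 100% = positive control wells; some results beyond the cut were filed as inactive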
# ERAP1 HTS inh – inhibitors of human ERAP1 aminopeptidase. hit rate 0.15% among 340,000. inhibition, % at 10.7 µM. Q9NZ08. recombinant ERAP1, Leu-AMC fluorescence, 60 min;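 active = mean replicate inhibition of at least 30%, or all replicates individually reaching that 30% level; inactive = mean below 30% and not every replicate reaching it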;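 note: 0% = neutral control wells and 100% = L-leucinethiol positive control wells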
# LGR2 antag – Drosophila LGR2 receptor signaling inhibition. hit rate 0.35% among 380,000. HEK293 LGR2, CRE-luciferase, bursicon-stimulated, 4 h. inhibition, % at 9.99 µM. AID 720647;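 active = drop in luminescence signal, shown as inhibition above about 50% in the replicate tests, limit read from the data, passing the limit was not always enough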;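 note: agonist challenge used bursicon conditioned medium at about half maximal strength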
# An asterisk follows results filed as active; . = no result given.
1) COc1ccccc1N=C(C)C1=C(O)CC(c2ccccc2)CC1=O (stereo unspecified)
2) COCC(=O)N1C[C@@H]2[C@H](c3ccccc31)[C@@H](CO)N2C(=O)C1CCCCC1
3) COc1cc(/C=C(\C#N)C(=O)c2c[nH]c3ccccc23)cc(OC)c1O
4) c1ccc(CSc2ncnc3ccccc23)cc1
5) CCC(=O)Nc1ccc2c(c1)C(=O)N(C)[C@H]1CC[C@@H](CC(=O)NCCOC)O[C@H]1CO2
6) C=CC[C@@H](CC(=O)N[C@H](CO)Cc1ccccc1)C(=O)N[C@@H](COC(=O)[C@@H](CC=C)CC(=O)OC(C)(C)C)Cc1c[nH]c2ccccc12
7) O=C(C[C@@H]1CC[C@H]2[C@@H](COC[C@H](O)CN2C(=O)Nc2ccc(F)cc2)O1)NCCc1ccccc1
8) Cc1c(C(=O)Nc2cc(F)cc(F)c2)cnn1-c1ccccc1
screen / no.,1,2,3,4,5,6,7,8
FN deposition inh,2.2,-10.6,0.6,0.9,-17.9,2.1,-6.2,-6.1
PglD DTNB,.,0.9,-3.7,4.1,-1.5,7.8,0.8,5.7
EWS-Fli inh,28.9,-0.1,-2.4,-19.1,0.7,4.2,8.5,-119.7
S100A4 inh HTS,-15.5,-4.5,-1.1,-1.8,5.0,-4.2,-9.6,2.1
PAX8 inh HTS,21.4,-18.7,1.2,-30.9,0.1,8.7,-0.5,-46.0
PGC1a acetyl inh,.,-0.1,.,4.8,2.4,.,-7.4,-3.2
ERAP1 HTS inh,-3.8,-5.2,3.6,1.7,-0.5,-1.6,-2.5,1.3
LGR2 antag,-4.0,8.4,8.2,-42.4,1.2,.,9.1,-88.2

9) CCOC(=O)c1c(NC(=O)C2C3C=CC(C3)C2C(=O)O)sc2c1CCC(C)C2 (stereo unspecified)
10) Cc1ccc2[nH]c3c(c2c1)CN(C(=O)CN1CCN(c2ccccn2)CC1)CC3
11) CC1Sc2ccc(S(=O)(=O)N3CCC(C(=O)NCc4ccccc4)CC3)cc2NC1=O (stereo unspecified)
12) CCN(C(=O)CCS(=O)(=O)c1cccc2nsnc12)c1cccc(C)c1
13) CN(C)CCOCCOc1ccc(Cl)cc1Br
14) O=C(C[C@@H]1CC[C@H]2[C@@H](COC[C@@H](O)CN2Cc2cccc(Cl)c2)O1)NCC1CCCCC1
15) C[C@H]1CN([C@@H](C)CO)C(=O)Cc2cc(NC(=O)Nc3cccc4ccccc34)ccc2O[C@H]1CN(C)Cc1ccc(C(F)(F)F)cc1
16) CCc1noc(C)c1C(=O)Nc1ccc(S(=O)(=O)N2CCC(C)CC2)cc1
screen / no.,9,10,11,12,13,14,15,16
FN deposition inh,-4.3,-2.5,1.2,-0.6,-12.2,7.9,.,-5.4
PglD DTNB,-2.4,-3.9,-3.7,-0.4,-2.4,-0.2,2.4,4.9
EWS-Fli inh,17.6,.,4.5,33.1,-2.0,16.0,-1.6,21.4
S100A4 inh HTS,-2.9,.,7.0,0.6,2.9,-4.1,3.6,-8.1
PAX8 inh HTS,8.9,24.3,12.8,-4.8,21.9,19.8,2.1,1.9
PGC1a acetyl inh,-3.2,7.6,-14.8,1.2,-5.0,-7.4,-3.6,12.0
ERAP1 HTS inh,-8.3,.,-6.6,-0.9,0.4,0.9,1.0,2.6
LGR2 antag,.,.,-2.2,3.0,30.4,37.4,14.4,1.1

17) CC(=O)N(C)c1ccc(NC(=O)COc2ccc(Br)cc2C)cc1
18) CCC(CO)Oc1cc(NC(=O)c2ccccc2[N+](=O)[O-])c2ncn(C(C)C)c2c1 (stereo unspecified)
19) C=CCOc1ccc(C(=O)/C=C2/C(=O)Nc3ccccc32)cc1
20) NC(=O)c1nsc(C(=O)N(c2ccccc2)C(C(=O)NC2CCCC2)c2cccs2)c1N (stereo unspecified)
21) COc1ccc(-c2nc(CN3CCC(C(=O)NC4CCCc5ccccc54)CC3)c(C)o2)cc1OC (stereo unspecified)
22) COc1ccc(/C(C)=N/NC(=O)Cc2c(C)nc(C)[nH]c2=O)cc1
23) C[C@H]1CN([C@@H](C)CO)C(=O)Cc2cc(NC(=O)Nc3ccc(C(F)(F)F)cc3)ccc2O[C@H]1CN(C)S(=O)(=O)c1cn(C)cn1
24) Cc1cccc(-c2n[nH]nc2C2=CC(=O)CC(C)(C)C2)c1
screen / no.,17,18,19,20,21,22,23,24
FN deposition inh,4.0,-6.9,6.8,-7.1,6.1,7.4,2.0,.
PglD DTNB,0.4,0.8,-3.7,-3.3,.,.,2.5,-2.7
EWS-Fli inh,17.1,3.4,5.0,-1.0,0.8,1.6,54.1*,8.8
S100A4 inh HTS,1.1,1.5,-5.6,4.5,-3.3,-2.1,0.3,-3.9
PAX8 inh HTS,-5.7,-1.8,36.8,-21.7,-2.4,11.1,37.7,-3.0
PGC1a acetyl inh,3.9,-4.4,-13.1,-0.6,-14.6,7.2,-4.8,2.9
ERAP1 HTS inh,1.1,-2.9,-0.4,5.7,-0.3,-1.3,0.2,0.8
LGR2 antag,0.0,8.7,-0.4,3.3,1.5,-6.4,1.1,14.5

# 5 entries picked at random from those above, as already listed:
23) C[C@H]1CN([C@@H](C)CO)C(=O)Cc2cc(NC(=O)Nc3ccc(C(F)(F)F)cc3)ccc2O[C@H]1CN(C)S(=O)(=O)c1cn(C)cn1
24) Cc1cccc(-c2n[nH]nc2C2=CC(=O)CC(C)(C)C2)c1
19) C=CCOc1ccc(C(=O)/C=C2/C(=O)Nc3ccccc32)cc1
21) COc1ccc(-c2nc(CN3CCC(C(=O)NC4CCCc5ccccc54)CC3)c(C)o2)cc1OC (stereo unspecified)
17) CC(=O)N(C)c1ccc(NC(=O)COc2ccc(Br)cc2C)cc1
screen / no.,23,24,19,21,17
FN deposition inh,2.0,.,6.8,6.1,4.0
PglD DTNB,2.5,-2.7,-3.7,.,0.4
EWS-Fli inh,54.1*,8.8,5.0,0.8,17.1
S100A4 inh HTS,0.3,-3.9,-5.6,-3.3,1.1
PAX8 inh HTS,37.7,-3.0,36.8,-2.4,-5.7
PGC1a acetyl inh,-4.8,2.9,-13.1,-14.6,3.9
ERAP1 HTS inh,0.2,0.8,-0.4,-0.3,1.1
LGR2 antag,1.1,14.5,-0.4,1.5,0.0

# Following part.
25) CO[C@@H]1CN(C)C(=O)c2ccc(NC(=O)Nc3ccc(F)cc3)cc2OC[C@H](C)NC[C@H]1C
26) COCC(=O)Nc1ccc2c(c1)C(=O)N(C)C[C@@H](OC)[C@@H](C)CN(Cc1ccccn1)[C@H](C)CO2
27) COc1ccc(NC(=O)c2cc(-c3cc(F)ccc3OCC3CCCO3)n[nH]2)cc1OC (stereo unspecified)
28) O=C(COC(=O)/C=C/c1cccc(F)c1)Nc1ccccc1-c1ccccc1
29) C=CCn1c(SCC(=O)NCCC2=CCCCC2)nc2ccc(Cl)cc2c1=O
30) CCOC(=O)C1=C(C)NC(=O)NC1c1ccc(-c2ccc(F)cc2)o1 (stereo unspecified)
screen / no.,25,26,27,28,29,30
FN deposition inh,-0.5,6.8,1.8,-4.1,8.6,12.3
PglD DTNB,8.4,2.4,-5.1,.,-1.9,.
EWS-Fli inh,-3.9,6.6,2.0,4.1,.,5.8
S100A4 inh HTS,7.2,-1.8,-1.1,5.3,.,4.7
PAX8 inh HTS,2.1,.,17.5,-4.1,26.9,5.9
PGC1a acetyl inh,.,-11.1,-35.2,.,0.3,.
ERAP1 HTS inh,-8.7,-1.8,-4.3,0.7,.,-1.2
LGR2 antag,1.9,-7.1,-17.2,7.0,.,18.1

# High-throughput results deposited in PubChem BioAssay by Broad Institute.
